Screens from PubChem.
HePTP inhibitor = inhibitors of human HePTP phosphatase, primary screen, biochemical, absorbance, leukemia target. 110,000 tested, 0.64% active. Tyrosine-protein phosphatase non-receptor type 7 (Homo sapiens), P35236. recombinant HePTP phosphatase activity, OD absorbance. inhibition, % at 20 µM; in the data active = inhibition above about 50%;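 also: plate controls were vehicle for no effect and reference inhibitor for full effect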
Target sequence (P35236 whole entry, looked up): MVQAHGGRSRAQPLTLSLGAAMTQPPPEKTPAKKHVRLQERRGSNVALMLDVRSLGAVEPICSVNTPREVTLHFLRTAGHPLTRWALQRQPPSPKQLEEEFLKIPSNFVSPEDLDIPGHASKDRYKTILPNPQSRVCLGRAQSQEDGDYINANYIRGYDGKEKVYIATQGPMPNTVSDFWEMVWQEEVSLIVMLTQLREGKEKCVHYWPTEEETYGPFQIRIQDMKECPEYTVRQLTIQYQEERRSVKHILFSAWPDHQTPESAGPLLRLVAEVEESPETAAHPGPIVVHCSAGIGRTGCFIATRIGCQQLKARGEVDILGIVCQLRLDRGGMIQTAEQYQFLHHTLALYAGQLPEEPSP
BAP1 inh = inhibitors of BAP1 deubiquitinase, primary screen, biochemical, Ub-AMC fluorescence, kinetic | 72,000 tested, 0.48% active | recombinant BAP1, Ub-AMC hydrolysis fluorescence kinetic; stronger effect = lower value | activity remaining (% of control), % at 20 µM | Ubiquitin carboxyl-terminal hydrolase BAP1 (Homo sapiens), Q92560 | AID 436, 2006;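 active = activity remaining at or below 50% of control, provided the compound also passes the data quality filters; inactive = the rest, including low values that fail the filters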;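 also: 100% = DMSO wells rate and 0% = substrate alone blank rate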
Starred values were filed as active, the others as inactive; . = not tested or not shown; & = joins results of further samples.

| nr | molecule | HePTP inhibitor | BAP1 inh |
| --- | --- | --- | --- |
| 1 | C/C(=C\C(=O)c1ccc(C)o1)Nc1ccc(C(=O)O)cc1C | 8 | 59 |
| 2 | CCC1=NN2C(=N)/C(=C/c3cn(Cc4ccc(F)cc4)c4ccccc34)C(=O)N=C2S1 | 3 | . |
| 3 | CN1C(=O)NC(=O)/C(=C\c2ccc(Cl)cc2Cl)C1=O | 8 | . |
| 4 | O=C(Nc1ccc(-c2nc3ccccc3s2)cc1)c1cc2ccccc2o1 | -4 | . |
| 5 | CCOC(=O)C1CCCN(C2CC(=O)N(c3cccc(C)c3)C2=O)C1 (stereo not drawn) | 3 | 102 |
| 6 | CCOc1ccccc1Nc1nnc(Cc2ccccc2Cl)c(=O)[nH]1 | 9 | . |
| 7 | CCc1ccc(OCC(=O)Nc2ccccc2C(F)(F)F)cc1 | 8 | . |
| 8 | Cc1noc(C)c1CSc1nnc2sc3ccccc3n12 | -3 | 110 |
| 9 | S=C(NCc1ccccc1)Nc1ccc(Cl)cc1 | -5 | . |
| 10 | Cc1nn2cc(-c3ccc(-c4ccccc4)cc3)nc2s1 | 9 | . |
| 11 | CCCS(=O)(=O)NCCc1cc2cc(C)c(C)cc2[nH]c1=O | 4 | 73 |
| 12 | Cc1ccc(N(CC(=O)NC2CCCC2)S(=O)(=O)c2ccc(F)cc2)cc1 | -4 | . |
| 13 | O=C(Nc1ccc(Br)cc1)C1CC(=O)N(c2ccccc2)C1 (stereo not drawn) | -4 | . |
| 14 | CC1CCc2nc(NC(=O)CSc3nc4ccccc4o3)sc2C1 (stereo not drawn) | 6 | 76 |
| 15 | O=C1C(=O)N(c2cccnc2)C(c2ccccc2Cl)/C1=C(\O)c1ccc(Cl)cc1 (stereo not drawn) | 3 | . |
| 16 | Cc1ccc(C)c(NC(=O)CN(c2ccc(C(C)C)cc2)S(=O)(=O)c2ccccc2)c1 | -1 | . |
| 17 | COc1ccc(NS(=O)(=O)c2cccs2)c(OC)c1 | 0&7 | 98 |
| 18 | Nn1c(SCc2nc3ccccn3c2Br)nnc1-c1cccnc1 | 9 | 114 |
| 19 | Cc1[nH]c2c(Cl)cccc2c(=O)c1CN1CCCC1 | -3&1 | 82 |
| 20 | COc1ccccc1N(C)S(=O)(=O)c1ccc(C(=O)NC2=NCCS2)cc1 | -1 | 100 |
| 21 | C=C(C)CSc1nnc2n(-c3ccc(OC)cc3)c(=O)c3c4c(sc3n12)COC(C)(C)C4 | 7 | . |
| 22 | Cc1ccc(C(=O)CSC2=C(C#N)C(c3ccco3)C3=C(CCCC3=O)N2)cc1 (stereo not drawn) | 2 | 66 |
| 23 | Cn1c(=O)n(C/C=C/c2ccccc2)c(=O)c2c1nc1n2CCCN1Cc1ccccc1 | 6 | 73 |
| 24 | O=C(CCc1nc(-c2ccccc2)no1)N1CCCC1 | -3 | 102 |
| 25 | Cc1ccc(S(=O)(=O)N/N=C/C=C/c2ccc(N(C)C)cc2)cc1[N+](=O)[O-] | -6 | . |
| 26 | CC(C)=CC1C=C(C)C(C)C(C(=O)O)C1C(=O)O (stereo not drawn) | -7 | . |
| 27 | CCCOc1ccc(/C(O)=C2/C(=O)C(=O)N(CCCn3ccnc3)C2c2cccs2)cc1 (stereo not drawn) | 4 | 76 |
| 28 | C/C(=N\Nc1nc(-c2ccccc2)nc(C)c1C)c1ccc(Br)cc1 | 6 | . |
| 29 | CCn1[nH]c(=O)c(=Nc2c(C)n(C)n(-c3ccccc3)c2=O)cc1-c1ccc(Cl)cc1 | 1 | 95 |
| 30 | O=c1c2c3c(sc2ncn1/N=C/c1ccc(Br)o1)CCCC3 | 4 | 80 |

Molecules listed so far with a halogen:
| nr | molecule | HePTP inhibitor | BAP1 inh |
| --- | --- | --- | --- |
| 2 | CCC1=NN2C(=N)/C(=C/c3cn(Cc4ccc(F)cc4)c4ccccc34)C(=O)N=C2S1 | 3 | . |
| 3 | CN1C(=O)NC(=O)/C(=C\c2ccc(Cl)cc2Cl)C1=O | 8 | . |
| 6 | CCOc1ccccc1Nc1nnc(Cc2ccccc2Cl)c(=O)[nH]1 | 9 | . |
| 7 | CCc1ccc(OCC(=O)Nc2ccccc2C(F)(F)F)cc1 | 8 | . |
| 9 | S=C(NCc1ccccc1)Nc1ccc(Cl)cc1 | -5 | . |
| 12 | Cc1ccc(N(CC(=O)NC2CCCC2)S(=O)(=O)c2ccc(F)cc2)cc1 | -4 | . |
| 13 | O=C(Nc1ccc(Br)cc1)C1CC(=O)N(c2ccccc2)C1 (stereo not drawn) | -4 | . |
| 15 | O=C1C(=O)N(c2cccnc2)C(c2ccccc2Cl)/C1=C(\O)c1ccc(Cl)cc1 (stereo not drawn) | 3 | . |
| 18 | Nn1c(SCc2nc3ccccn3c2Br)nnc1-c1cccnc1 | 9 | 114 |
| 19 | Cc1[nH]c2c(Cl)cccc2c(=O)c1CN1CCCC1 | -3&1 | 82 |
| 28 | C/C(=N\Nc1nc(-c2ccccc2)nc(C)c1C)c1ccc(Br)cc1 | 6 | . |
| 29 | CCn1[nH]c(=O)c(=Nc2c(C)n(C)n(-c3ccccc3)c2=O)cc1-c1ccc(Cl)cc1 | 1 | 95 |
| 30 | O=c1c2c3c(sc2ncn1/N=C/c1ccc(Br)o1)CCCC3 | 4 | 80 |
